NOD2-RIPK2 inh – inhibitors of human NOD2-RIPK2 interaction | O43353 | CHO BLA complementation NOD2-RIPK2, CCF4 ratio | inhibition, % at 4.98 µM | actives 0.38% (n = 360,000) | AID 624267; in the data active means inhibition above about 21%;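 further: 0% = vehicle only and 100% = reference blocker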
NR2F2 inh – inhibitors of human COUP-TFII (NR2F2); AID 686940; P24468; HEK293T NGFI-A luciferase reporter, luminescence; inhibition, % at 8.6 µM; actives 0.7% (n = 370,000);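 active means inhibition above a per-plate cutoff, mean inhibition of test wells between control levels plus 3 SD, cut at about 38% in these data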;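 further: cells cotransfected with COUP-TFII expression vector driving the NGFI-A reporter; 0% = median of COUP-TF2 test wells and 100% = reporter-only cells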
NCOA3 inh – human NCOA3 inhibition; Q9Y6Q9; HEK293 GAL4-SRC3 luciferase reporter, luminescence; inhibition, % at 3.6 µM; actives 0.17% (n = 360,000); AID 588352;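 active means inhibition above a per-campaign cutoff, the mean of all compounds plus 3 SD, cut at about 60% in these data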;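 further: 0% = DMSO-treated cells and 100% = gossypol-treated cells at 36 µM; higher means less SRC3-driven luciferase light from the GAL4 reporter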
TROY signal inh – blocks TROY-dependent signaling in reporter cells; AID 1347056; Q293 LMP1-TROYcd NF-kB luciferase reporter, 4 h; actives 0.98% (n = 360,000); inhibition, % at 10 µM;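 active means compounds whose plate-normalised and pattern-corrected inhibition of the luciferase reporter signal at the single screening dose is 50% or more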
SRC1 inh – human NCOA1 inhibition. Q15788. HEK293 GAL4-SRC1 luciferase reporter, luminescence. inhibition, % at 3.6 µM. actives 0.12% (n = 360,000);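 active means inhibition above the campaign mean plus 3 SD, with each screening campaign given its own cutoff, cut at about 60% in these data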;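 further: 0% = DMSO treated cells and 100% = gossypol at 36 µM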
LRH-1 inv ag – suppresses constitutive activity of human LRH-1 | inhibition, % at 3.6 µM | actives 0.13% (n = 360,000) | O00482 | HEK293T StAR-luciferase reporter, LRH-1 transfected, 24 h;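 active means inhibition above the mean inhibition of all tested compounds plus 3 SD, cut at about 73% in these data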;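 further: 0% = DMSO wells and 100% = reporter-only cells lacking LRH-1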
TLR9-MyD88 inh – inhibitors of human TLR9-MyD88 binding. inhibition, % at 4.98 µM. CHO BLA complementation TLR9-MyD88, CCF4 FRET ratio. actives 0.21% (n = 340,000). AID 504734;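 active means inhibition above the mean over all tested compounds plus 3 SD, cut at about 21% in these data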;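 further: 0% = DMSO only wells and 100% = clavulanate BLA inhibitor control wells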
Target sequence (Q99836 whole entry, looked up): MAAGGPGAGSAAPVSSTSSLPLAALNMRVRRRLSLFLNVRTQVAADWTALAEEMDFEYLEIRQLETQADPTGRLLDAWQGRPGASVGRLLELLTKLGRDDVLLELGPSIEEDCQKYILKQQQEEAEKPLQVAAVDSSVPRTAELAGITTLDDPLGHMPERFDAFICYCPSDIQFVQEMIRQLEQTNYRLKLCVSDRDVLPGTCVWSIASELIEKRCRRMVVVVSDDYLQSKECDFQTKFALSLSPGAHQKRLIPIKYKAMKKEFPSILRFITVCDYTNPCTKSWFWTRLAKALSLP
Target sequence (Q9NR96 whole entry, looked up): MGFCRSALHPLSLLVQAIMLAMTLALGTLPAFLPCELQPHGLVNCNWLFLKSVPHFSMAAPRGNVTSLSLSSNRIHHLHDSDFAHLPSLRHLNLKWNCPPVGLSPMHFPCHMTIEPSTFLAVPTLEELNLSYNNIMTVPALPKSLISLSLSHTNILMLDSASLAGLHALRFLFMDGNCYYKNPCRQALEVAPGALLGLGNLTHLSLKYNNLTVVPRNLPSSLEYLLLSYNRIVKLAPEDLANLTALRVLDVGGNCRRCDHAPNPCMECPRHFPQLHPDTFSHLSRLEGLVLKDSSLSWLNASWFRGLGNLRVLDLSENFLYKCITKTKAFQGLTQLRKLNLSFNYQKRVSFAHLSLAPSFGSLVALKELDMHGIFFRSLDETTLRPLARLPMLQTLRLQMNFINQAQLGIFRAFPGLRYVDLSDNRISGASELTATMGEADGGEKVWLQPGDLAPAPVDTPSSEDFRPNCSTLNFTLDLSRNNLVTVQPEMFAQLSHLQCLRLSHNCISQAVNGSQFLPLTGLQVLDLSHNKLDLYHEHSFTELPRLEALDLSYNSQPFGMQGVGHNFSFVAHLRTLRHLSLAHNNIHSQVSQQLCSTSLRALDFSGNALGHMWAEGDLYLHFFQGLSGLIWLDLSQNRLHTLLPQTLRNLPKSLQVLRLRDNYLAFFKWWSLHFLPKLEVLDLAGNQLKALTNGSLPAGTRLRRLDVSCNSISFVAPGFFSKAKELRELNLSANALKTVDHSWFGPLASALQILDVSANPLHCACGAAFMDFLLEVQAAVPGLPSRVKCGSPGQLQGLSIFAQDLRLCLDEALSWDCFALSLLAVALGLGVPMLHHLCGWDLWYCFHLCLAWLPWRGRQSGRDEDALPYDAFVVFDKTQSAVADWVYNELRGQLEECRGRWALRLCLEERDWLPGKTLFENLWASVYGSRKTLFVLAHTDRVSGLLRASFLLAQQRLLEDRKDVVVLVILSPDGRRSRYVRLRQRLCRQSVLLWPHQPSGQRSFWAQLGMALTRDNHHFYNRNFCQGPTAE
NCOA2 inhibitor – human SRC2 (NCOA2) inhibition. Q15596. HEK293 GAL4-SRC2 luciferase reporter, luminescence. inhibition, % at 9 µM. actives 0.17% (n = 370,000);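 active means inhibition above the mean inhibition of all tested compounds plus 3 SD, set per campaign, cut at about 52% in these data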;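 further: 0% = DMSO treated cells and 100% = cells given Gossypol at 36 µM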
C8 TRAIL sens – caspase-8 TRAIL sensitization | AID 624354 | NB7+C8 cells + TRAIL, ATPlite viability luminescence | actives 1% (n = 360,000) | inhibition (viability loss, TRAIL sensitization), % at 10 µM;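 active means compounds causing at least 50% loss of cell viability in the single-dose screen, relative to plate controls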
Vif imaging – blocks HIV Vif function; HEK293T cells, Vif self-association by quenched fluorescence, imaging, 24 h; inhibition, % at 7.49 µM; actives 0.35% (n = 340,000); AID 602346; in the data active means inhibition above about 50%, passing the limit was not always enough; further: some results filed as inactive read as strong as hits
LMP1 NFkB inh – Epstein-Barr LMP1 NF-kappaB reporter inhibition. AID 504558. inhibition, % at 12.5 µM. LMP1-induced NF-kappaB luciferase reporter cells, luminescence. actives 0.69% (n = 350,000); in the data active means inhibition above about 41%;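 further: 0% = neutral control wells and 100% = reference inhibitor control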
Active calls of the source: *; . = not tested or not shown. The list is partial (hit frequency here may not be typical).

SMILES	NOD2-RIPK2 inh	NR2F2 inh	NCOA3 inh	TROY signal inh	SRC1 inh	LRH-1 inv ag	TLR9-MyD88 inh	NCOA2 inhibitor	C8 TRAIL sens	Vif imaging	LMP1 NFkB inh
Cn1c(SCCOc2ccc(Cl)cc2)nnc1-c1ccncc1	-0.5	1.0	17.9	6.4	-16.1	-4.0	-9.9	13.6	13.9	-1.9	-9.2
CCc1ccccc1NC(=O)CNC(=O)c1cc(C2CC2)nn1-c1ccccc1	4.7	-0.8	-4.9	-1.3	-2.1	13.9	1.5	3.4	-4.5	14.1	6.3
CSc1ccc(CN2CCN(C(=O)c3ccc([N+](=O)[O-])cc3)CC2)cc1	1.2	70.5*	23.7	-7.0	10.3	39.2	3.3	14.7	36.2	0.4	15.6
CCOC(=O)CNC(=O)c1ccccc1Br	3.2	-17.3	9.0	-0.5	-19.9	-24.5	0.4	-42.1	0.1	4.7	-1.7
C=CCNS(=O)(=O)c1ccc(C(=O)OCc2cc(=O)oc3cc(OC)ccc23)cc1	-9.7	11.0	-1.6	7.7	8.4	2.2	2.9	17.0	11.6	-6.0	7.4
CCCC(=O)NC(=S)Nc1cccc(-c2nc3ncccc3o2)c1	-0.8	6.0	5.3	-7.7	1.5	-3.0	-11.4	-2.6	-8.3	-2.5	7.4
NC(=O)c1cc2ccccc2o/c1=N\NC(=O)c1ccc(F)cc1	-7.0	31.7	-18.0	-23.9	1.4	16.1	7.0	-4.1	19.0	-0.8	2.0
COc1ccc(OC)c(NC(=O)c2cccc(N3C(=O)C4C5CCC(C5)C4C3=O)c2)c1 (stereo not drawn)	-7.3	28.7	7.1	8.4	0.0	10.5	-3.8	14.3	-6.5	-2.2	8.7
O=C(NCCN1CCOCC1)c1ccc(NC(=O)C2COc3ccccc3O2)cc1 (stereo not drawn)	-5.2	-0.7	7.3	2.3	6.1	-19.7	2.4	4.2	5.5	-4.3	-4.3
CC(Cc1cccs1)NC(=O)Nc1ccc(Cl)cc1 (stereo not drawn)	-7.9	0.5	-30.7	-25.1	-81.8	-97.0	-5.2	-45.4	17.3	-38.4	-38.3
CC(C)(C)C(=O)Nc1nc2c(c(=O)[nH]1)CCCC2	-2.7	13.7	15.0	-11.3	-18.6	-2.3	2.5	9.8	-4.5	0.6	0.4
COc1cccc(OC)c1C(=O)Nc1ccc2c(c1)N(S(=O)(=O)c1cccs1)CCC2	-0.2	-0.7	-0.3	-1.0	-7.4	-10.3	0.6	-39.1	-17.0	-23.5	2.9
O=C(O)/C=C/C(=O)N1CCN(c2cccc(Cl)c2)CC1	-4.6	3.4	9.0	1.7	17.9	10.0	0.1	-22.5	1.2	8.8	-3.8
O=C(NC1CCCCC1)C(c1ccccn1)N(C(=O)c1csnn1)c1ccccc1F (stereo not drawn)	-13.9	6.8	1.8	5.6	-19.7	-22.4	-9.5	-9.7	4.9	2.8	-7.4
Cc1nc(-c2cc(-c3nc(-c4ccc(C(F)(F)F)cc4)no3)no2)cs1	5.0	5.3	15.3	-25.6	-8.0	8.2	4.1	-36.1	-6.2	-5.7	5.1
Brc1cc(Br)cc(CN2CCSCC2)c1	4.2	-2.6	26.3	-26.7	-6.6	0.7	.	-35.8	-0.5	8.2	.
CC(C)(C)C(=O)Nc1nnc(-c2ccccc2)c(-c2ccccc2)n1	-3.1	31.2	23.4	16.4	8.2	15.3	1.9	-13.7	-6.0	-0.4	4.6
CCn1cc(C(=O)N2CCc3ccccc32)c(=O)c2cc(S(=O)(=O)N(C)C3CCCCC3)ccc21	6.4	2.7	24.5	5.7	-2.5	5.1	-8.4	3.7	1.9	-15.8	0.2
CC(=O)c1c(C)[nH]c(C(=O)OCC(=O)NCCCc2ccccc2)c1C	-6.9	1.6	-6.1	26.4	-17.2	4.6	2.3	3.7	3.3	6.7	5.0
O=c1[nH][nH]c2c1[C@H](c1ccc(Cl)cc1)O[C@H](C1CCCCC1)C2	-6.4	6.2	.	25.6	.	-6.6	.	15.2	-8.9	.	.
CC1(C(=O)Nc2ccc3c(c2)OCCO3)CSCC(=O)N1CCCN1CCOCC1 (stereo not drawn)	7.7	6.9	.	.	.	17.1	.	-2.0	8.5	.	.
CCn1c(=O)cc(NC2=NCC(C)CN2c2cccc(Cl)c2)n(C)c1=O (stereo not drawn)	-9.6	4.5	18.9	9.6	17.5	-6.7	3.5	-9.4	25.3	-0.6	-2.9
O=C1NC(=O)C(c2ccccc2[N+](=O)[O-])=C1Nc1ccc(O)c(Cl)c1	-11.6	6.7	2.2	-8.0	-10.3	11.2	6.8	-8.7	0.8	-2.7	-8.5
COc1ccc(C(=O)C2CCCN(Cc3ccc4nonc4c3)C2)c(OC)c1 (stereo not drawn)	9.8	6.1	13.7	-6.8	14.3	-5.1	3.8	-0.6	14.7	-1.5	-7.9
COc1cc(Cl)c(C)cc1NC(=O)COc1ccc(C)nc1[N+](=O)[O-]	-11.2	-6.2	-30.3	-76.3	-2.6	-11.6	8.1	6.0	8.4	3.1	-30.8

The list goes on (5 carried over from the part before).
SMILES	NOD2-RIPK2 inh	NR2F2 inh	NCOA3 inh	TROY signal inh	SRC1 inh	LRH-1 inv ag	TLR9-MyD88 inh	NCOA2 inhibitor	C8 TRAIL sens	Vif imaging	LMP1 NFkB inh
CC1(C(=O)Nc2ccc3c(c2)OCCO3)CSCC(=O)N1CCCN1CCOCC1 (stereo not drawn)	7.7	6.9	.	.	.	17.1	.	-2.0	8.5	.	.
CCn1c(=O)cc(NC2=NCC(C)CN2c2cccc(Cl)c2)n(C)c1=O (stereo not drawn)	-9.6	4.5	18.9	9.6	17.5	-6.7	3.5	-9.4	25.3	-0.6	-2.9
O=C1NC(=O)C(c2ccccc2[N+](=O)[O-])=C1Nc1ccc(O)c(Cl)c1	-11.6	6.7	2.2	-8.0	-10.3	11.2	6.8	-8.7	0.8	-2.7	-8.5
COc1ccc(C(=O)C2CCCN(Cc3ccc4nonc4c3)C2)c(OC)c1 (stereo not drawn)	9.8	6.1	13.7	-6.8	14.3	-5.1	3.8	-0.6	14.7	-1.5	-7.9
COc1cc(Cl)c(C)cc1NC(=O)COc1ccc(C)nc1[N+](=O)[O-]	-11.2	-6.2	-30.3	-76.3	-2.6	-11.6	8.1	6.0	8.4	3.1	-30.8
CC(=O)/C=C1\OCc2ccccc21	-9.8	-2.5	.	.	.	1.7	.	-1.5	-7.2	.	.
Cc1ccc(NC(=O)CSc2ccc3c(c2)OCCO3)nc1	-3.4	9.0	4.0	-6.4	-14.8	-36.0	4.4	-2.8	0.4	-6.5	-1.3
Cc1ccc(OCC(=O)N(Cc2ccco2)c2c(N)n(Cc3ccccc3)c(=O)[nH]c2=O)cc1C	3.4	3.7	-11.8	-12.2	-2.3	5.2	0.1	-26.1	29.8	5.7	1.5
COc1ccc(Cc2nnc(NS(=O)(=O)c3ccc([N+](=O)[O-])cc3)s2)cc1	-3.0	3.7	3.3	23.6	-14.3	4.5	-0.2	9.8	6.8	16.2	-4.3
COc1cc(NC(=O)CSc2nnc(-c3ccncc3)o2)cc(OC)c1OC	5.7	-2.4	17.9	1.6	-6.6	5.8	0.2	1.2	-17.1	1.7	-1.0
Clc1ccc(-c2ccc(CNCC3CCCO3)o2)cc1 (stereo not drawn)	-1.0	-42.3	-0.8	-44.2	-5.6	-34.3	-2.1	-58.2	-14.4	1.0	-9.2
CCCSc1nnc(NC(=O)CSc2sc3c(O)cc(=O)[nH]c3c2C#N)s1	-4.2	8.1	11.7	11.1	-3.5	1.3	1.2	-1.3	-3.0	16.7	-2.8
O=C(NCSc1ccncn1)c1ccccc1	6.9	0.0	8.1	0.2	-10.9	26.9	16.2	-7.3	11.6	7.3	-0.6
COc1cc(Cl)c(C)cc1NC(=O)CN(C)C1CCS(=O)(=O)C1 (stereo not drawn)	-2.9	10.7	24.0	-0.8	1.8	9.1	-3.4	15.9	4.7	-2.3	1.2
Cc1ccccc1C(=O)N1CCN(c2ncccn2)CC1	-0.7	-3.2	-13.6	12.2	-1.3	-23.0	-0.9	-18.4	3.9	-0.6	2.4
COc1ccccc1/C=C/C(=O)Nc1ccc(S(=O)(=O)Nc2cc(C)nc(C)n2)cc1	0.6	8.0	1.3	-6.8	3.4	-7.9	3.1	14.4	2.3	4.6	-2.0
COC(=O)C(Cc1ccccc1)NC(=O)CNS(=O)(=O)c1ccc(Br)cc1 (stereo not drawn)	0.2	-23.4	1.2	6.0	8.3	5.2	6.2	-37.9	-6.1	-2.6	-5.0
CCOc1ccc(CN2CCN(Cc3ccon3)CC2CCO)cc1 (stereo not drawn)	-4.1	-2.9	-0.3	6.4	-3.7	6.3	-1.1	-1.0	-14.1	24.9	3.2
CC(C)(C)C(=O)Nc1ccc(NC(=O)c2ccco2)nc1	-7.8	84.3*	78.2*	85.3*	78.8*	75.2*	5.2	81.9*	94.9*	-7.1	80.7*
O=C(Nc1c(-c2cccs2)nc2ccccn12)c1ccccc1F	-10.3	3.0	3.5	-19.5	15.7	12.8	-1.8	-6.3	-8.7	-3.1	4.0
COc1ccc(Cc2nc(C(=O)Nc3ccc(OC)cc3)cs2)cc1	-10.0	13.5	11.4	5.4	-15.2	-1.7	-0.9	-25.3	7.8	-21.3	-3.1
Cc1ccc(NS(=O)(=O)c2cc3c4c(c2)CC(=O)N4CCC3)cc1C	-3.5	20.4	5.9	-8.9	0.1	-15.2	-3.6	20.3	3.4	-1.3	7.1
COCc1c(C(=O)NCCOc2ccc(Cl)cc2)oc2ccccc12	-7.1	3.5	15.2	1.1	5.2	-6.5	-3.5	-6.0	2.3	-5.2	-12.2
O=C(COc1c(CO)cc(Br)cc1CO)NC1CCCc2ccccc21 (stereo not drawn)	4.7	-4.7	8.5	4.2	-23.6	9.4	-10.7	2.3	-3.1	-4.1	5.6
COCCn1c(C)c(C(=O)O)sc1=S	-12.3	-4.8	10.1	3.4	0.1	-2.9	8.1	-11.0	-7.2	4.2	-4.7
O=c1cc(-c2ccccc2)cc(-c2ccccc2)n1O	0.8	11.2	-30.7	-62.3	6.6	-45.4	-1.0	-28.3	8.8	-1.1	26.7

Screens deposited in PubChem by several laboratories.
